Screening results from PubChem BioAssay.
IL-2 act = qHTS of IL-2 Activators; IL-2 activation reporter assay, cell-based qHTS; stimulated with anti-CD3/CD4/CD28 beads; in transgenic mouse T cells; activation, % (series mostly up to about 46 µM); 360,000 compounds, 0.065% hits; AID 652025, 2013; in the data active = activation above about 50%; inconclusive = mostly about 30% to 49%; note: 0% is about no effect
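Unstimulated transgenic mouse T cells; 60-min compound exposure; bead-based TCR/CD4/CD28 stimulation; 18 h culture, 37 degrees C; dual fluorescence (EGFP, DsRed) plate cytometry.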
PI5P4Ka inh = qHTS for Inhibitors of phosphatidylinositol 5-phosphate 4-kinase (PI5P4K). 330,000 compounds, 1.2% hits. max response, %. PI5P4Kalpha enzyme, ADP-Glo luminescence, 60 min; stronger effect = lower value. AID 652105, 2013; active = max response of -50% or lower; inconclusive = between -30% and -50%; inactive = -30% or higher; note: value at the top dose of about 77 µM; % is set by controls: 0 for no effect and ±100 for the full control effect
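qHTS, 1536-well: enzyme/substrate mix, compound by pin tool, 5 microM ATP final; RT 60 min; ADP-Glo reagents 1 (45 min) then 2 (30 min); luminescence.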
EPAC2 ag = qHTS for Agonist of cAMP-regulated guanine nucleotide exchange factor 4 (EPAC2): primary screen; EPAC2 activation, biochemical qHTS; response scale: 100% = 6.5 mM cAMP response; 360,000 compounds, 0.079% hits; Rap guanine nucleotide exchange factor 4 (Homo sapiens), Q8WZA2; Potency, µM (top dose mostly 154 µM), for the others: top-dose activation, most hits filed as activators; note: potency is the fitted concentration of half-maximal effect; nearly all actives have a fitted effect of over 50% in size
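Setup: EPAC2 100 nM, labeled Rap1B complex 250 nM, free GDP 50 uM. Compound titrations pinned in, brief spin, 5 min room temperature incubation. Kinetic fluorescence read over 30 min, normalized to 6.5 mM cAMP.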
EPAC1 agonist = qHTS for Agonist of cAMP-regulated guanine nucleotide exchange factor 3 (EPAC1): primary screen. EPAC1 agonist qHTS, biochemical assay; response scale: 100% = response to 6.5 mM cAMP. 360,000 compounds, 0.073% hits. Potency, µM (series often up to 154 µM), for inactives: at the highest dose activation, hits mostly activators; note: potency is the fitted concentration of half-maximal effect; nearly all actives have a fitted effect of over 60% in size
Target sequence (O95398 whole entry, looked up): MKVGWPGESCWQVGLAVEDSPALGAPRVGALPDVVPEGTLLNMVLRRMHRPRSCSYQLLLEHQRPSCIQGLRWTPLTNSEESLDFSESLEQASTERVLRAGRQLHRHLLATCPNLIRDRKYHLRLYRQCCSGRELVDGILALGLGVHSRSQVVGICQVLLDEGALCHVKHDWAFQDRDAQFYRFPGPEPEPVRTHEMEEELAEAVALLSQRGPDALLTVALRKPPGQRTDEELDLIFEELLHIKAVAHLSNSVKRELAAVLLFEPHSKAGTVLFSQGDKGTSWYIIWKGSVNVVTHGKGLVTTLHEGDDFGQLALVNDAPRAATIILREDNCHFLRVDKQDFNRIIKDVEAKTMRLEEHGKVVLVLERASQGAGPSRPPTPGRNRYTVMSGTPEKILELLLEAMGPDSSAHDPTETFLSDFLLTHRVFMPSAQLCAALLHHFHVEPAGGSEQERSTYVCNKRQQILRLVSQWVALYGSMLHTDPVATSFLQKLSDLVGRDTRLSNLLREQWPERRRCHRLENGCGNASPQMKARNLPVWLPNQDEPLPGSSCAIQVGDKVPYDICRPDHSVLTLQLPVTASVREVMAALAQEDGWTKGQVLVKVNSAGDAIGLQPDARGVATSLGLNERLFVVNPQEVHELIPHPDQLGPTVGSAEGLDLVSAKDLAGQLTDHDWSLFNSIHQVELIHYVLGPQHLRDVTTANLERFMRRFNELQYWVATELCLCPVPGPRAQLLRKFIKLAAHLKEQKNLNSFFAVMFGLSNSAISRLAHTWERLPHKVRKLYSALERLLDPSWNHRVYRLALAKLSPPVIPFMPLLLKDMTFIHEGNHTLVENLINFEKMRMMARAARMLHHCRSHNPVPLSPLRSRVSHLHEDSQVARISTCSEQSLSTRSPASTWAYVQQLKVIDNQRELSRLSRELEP
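Nucleotide exchange by EPAC1 (100 nM) on Rap1B–BODIPY-GDP (250 nM) in the presence of 50 uM GDP is tracked fluorescently at 480/540 nm over 30 min. Signals are normalized to a 6.5 mM cAMP control.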
PLK1 PBD inh = qHTS for Inhibitors of PLK1-PDB (polo-like kinase 1 - polo-box domain): Primary Screen; 360,000 compounds, 2.8% hits; Plk1 PBD binding of FITC phosphopeptide, fluorescence polarization; AID 720504, 2013; Potency, µM, inactives show max response, negative = inhibition, usual class: inhibitors; note: potency is the fitted concentration of half-maximal effect; series mostly up to about 57 µM; % is set by controls: 0 for no effect and ±100 for the full control effect; nearly all actives have a fitted effect of over 65% in size
CCT chaperon mod = High-Throughput Screening for Modulators of Cytosolic Chaperonin Activity | purified chaperonin ATPase assay, HTRF ADP detection, 30 min | activity change, % (test concentration not listed), hits read low | 360,000 compounds, 0.3% hits | AID 651819, 2012; in the data active = activity change below about -30%; note: % is set by controls: 0 for no effect and ±100 for the full control effect
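Nucleotide hydrolysis assay: TRiC at 20–40 nM final (set by batch activity) with 10 uM ATP, 30 min at 37 °C, in presence of 76 uM compound. Detection by competitive ADP HTRF, 30 min ambient.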
EPAC1 antag = qHTS for Antagonist of cAMP-regulated guanine nucleotide exchange factor 3 (EPAC1): primary screen | Rap guanine nucleotide exchange factor 3 (Homo sapiens), O95398 | EPAC1 GEF assay, Rap1b-BODIPY-GDP exchange fluorescence | Potency, µM (top dose mostly 115 µM), inactives show top-dose activity change, negative = inhibition, actives largely listed as inhibitors | 360,000 compounds, 0.14% hits;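 note: potency is the fitted concentration of half-maximal effect; plate controls were vehicle for no effect and positive control for full effect; nearly all actives have a fitted effect of over 50% in size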
WRN inhibitor = qHTS for Inhibitors of WRN Helicase; Bifunctional 3'-5' exonuclease/ATP-dependent helicase WRN (Homo sapiens), Q14191; WRN helicase unwinding, fluorescent forked duplex, kinetic; Potency, µM (doses to about 114 µM), for the others: top-dose activity change, negative = inhibition, hits mostly inhibitors; 360,000 compounds, 0.46% hits; AID 651768, 2012; note: potency is the fitted concentration of half-maximal effect; % is set by controls: 0 for no effect and ±100 for the full control effect; nearly all actives have a fitted effect of over 55% in size
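WRN at 20 nM final was preincubated with compound for 15 min at room temperature; reaction started with 100 nM forked duplex oligonucleotide carrying fluorophore and quencher plus 2 mM ATP (final). Unwinding followed kinetically by red fluorescence (ex 525/em 598 nm).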
An asterisk follows results filed as active; u = inconclusive; x = not tested or not shown; [ ] = another dose, or the depositor's remark. Unless noted, calls come from the whole dose curve; as a rule, active = well fitted curve in the direction sought with a large enough effect; inconclusive = small, poorly fitted or top-dose-only effect, or another doubt; inactive = no such curve, though single readings can be large; an effect the other way counts as inactive or inconclusive. This is a subset; rates above refer to the full screens.

Values run as follows: CCT chaperon mod	EPAC1 antag	EPAC2 ag	WRN inhibitor	PLK1 PBD inh	IL-2 act	PI5P4Ka inh	EPAC1 agonist
Cc1ccc2c(c1C)C(=O)C(=O)N2
 : -2.2	2%	8%	-4%	-6%	-0.1	5	1%
Cc1c(C(=O)OCC(=O)N(C)Cc2ccccc2)oc2ccccc12
 : 0.2	-6%	13%	-9%	-3%	0.1	15	13%
CCn1c(/C=C/c2c[nH]c3ccccc23)nc2ccccc2c1=O
 : 1.4	-4%	1%	-17%	21µM*	2.2	1	6%
N#C/C(=N\Nc1ccc(F)cc1)C(=N)N1CCCCC1
 : -2.0	15%	0%	-1%	-2%	-0.9	x	-1%
COc1ccc(NC(=S)NNc2ccc(C(=O)O)cc2)cc1
 : -2.4	-17%	7%	-1%[11.6 µM]	u	0.3	-9	11%
COc1ccc(OCC(=O)Nc2ccc(N3CCOCC3)c(Cl)c2)cc1
 : 0.9	8%	4%	1%	4%	-2.4	0	6%
O=C(NC1CCCCCC1)c1ccc(Br)o1
 : -0.5	-12%	5%	-7%	-8%	-0.3	1	6%
COc1ccc2c(c1)C(=O)CCC2c1ccccc1 (stereo not given)
 : 0.2	5%	4%	-2%	-2%	2.7	0	2%
Cc1ccccc1NS(=O)(=O)c1ccc2c(c1)oc(=O)n2C
 : 0.3	-1%	7%	-1%	-9%	0.2	1	-1%
CCOC(=O)c1c(C)[nH]c(C(=O)COC(=O)COc2ccccc2C)c1C
 : -0.7	-18%	-6%	6%	-5%	-1.4	1	-5%
COc1ccc(CN(C)C(=O)COC(=O)c2ccc(-c3ccccc3)cc2)c(OC)c1OC
 : 1.6	-11%	-1%	-4%	-5%	-3.9	17	5%
Cc1ccc(S(=O)(=O)N(C)C)cc1NC(=O)COC(=O)COc1ccccc1[N+](=O)[O-]
 : -4.8	-21%	8%	1%	-6%	0.3	-8	0%
CCN(c1ccccc1)S(=O)(=O)c1ccc(N2CCN(c3ccccc3O)CC2)nc1
 : -1.5	-15%	12%	-12%	-4%	-0.3	-12	2%
COc1ccc(C)cc1NC(=O)c1ccc2c(c1)C(=O)N(Cc1ccncc1)C2=O
 : -1.3	2%	5%	-5%	-3%	4.2	-7	2%
CCn1c(=N)c(C(=O)NCCCOC)cc2c(=O)n3cccc(C)c3nc21
 : -6.3	5%	-2%	8%	-2%	-0.7	-8	3%
CC(C)(C)NC(=S)NCC1CC1
 : -3.4	-2%	6%	-3%	4%	-0.8	-6	3%
COc1ccc(C(=O)CSc2n[nH]c(=O)[nH]c2=O)cc1
 : -0.5	-15%	12%	2%	-7%	-0.5	-2	5%
S=c1[nH]nc(-c2ccc3ccccc3n2)n1-c1ccc2ncccc2c1
 : -2.8	1%	-2%	0%	-22%	-2.2	-1	3%
CC(C)COc1ccc(C(=O)Nc2ncn[nH]2)cc1
 : -10	-28%	-5%	-9%	5%	-0.9	0	-5%
CCCNC(=O)CCc1c(C)nc2nc(C)nn2c1C
 : 3.6	7%	-1%	-6%[57.1 µM]	-3%	7.4	-1	11%
COc1ccccc1N1CCN(C2CC(=O)N(c3cccc(Br)c3)C2=O)CC1 (stereo not given)
 : -5.6	18%	3%	9%	-21%	-3.9	-4	-3%
Nc1ccc(CCC(=O)N2CCCC2)cc1
 : 0.5	6%	0%	3%	3%	0.4	1	-7%
COc1cc(CNC(=O)CCCCCCC(C)C)ccc1O
 : -0.4	-15%	-8%	-6%	1%	-0.1	3	-30%[inhibitor]
CCc1ccccc1-n1c(SCC(=O)N2CCCC2)nnc1-c1ccccn1
 : -0.6	-3%	0%	-2%	-3%	0.8	0	0%
O=C(CCNC(=O)Cn1cnc2ccccc2c1=O)NCC1CCCO1 (stereo not given)
 : -7.0	-6%	9%	-5%	-12%	1.1	1	4%
COc1ccccc1N(O)C1CC(=O)N(c2ccc(Br)cc2)C1=O (stereo not given)
 : 0.8	1%	-1%	u	3µM*	-0.5	x	8%
O=C(NC1CCCC1)C(c1ccncc1)N(Cc1ccccc1)C(=O)Cc1cccs1 (stereo not given)
 : -0.1	11%	3%	2%	-10%	4.7	x	4%
COc1cccc(NC(=O)COC(=O)c2c(F)cccc2Cl)c1
 : 0.3	3%	14%	2%	-9%	-3.5	5	6%
CSc1ccc(OC2(C)CCN(Cc3ccccc3)C2)cc1 (stereo not given)
 : 0.8	1%	10%	-5%	-2%	-0.1	-1	8%
Cc1ccc(N2C(=O)C3CCCN3C2=S)c(C)c1 (stereo not given)
 : 2.3	13%	-1%	1%	u	0.5	-5	0%
O=C(CN(C(=O)CCC(=O)Nc1ccccn1)c1ccc2c(c1)OCO2)NCc1ccc(F)cc1
 : 0.2	10%	1%	3%	-5%	-0.2	-16	-3%
Cc1noc(C)c1NC(=O)Nc1cccc2c1O[C@H](CN(C)C(=O)Nc1ccc3c(c1)OCO3)[C@@H](C)CN([C@H](C)CO)C2=O
 : -0.6	1%	8%	-7%	-12%	-0.2	-1	15%
c1cncc(-c2nc3ccccc3o2)c1
 : -2.1	9%	16%	2%	8%	-0.3	-9	-7%
CCCSc1ccc(C(=O)Nc2ccc(Cl)cc2)cn1
 : 0.3	-22%	-1%	-12%	-8%	-4.6	4	-1%
CCOC(=O)CNC(=O)C(Cc1ccccc1)NS(=O)(=O)c1ccc2c(c1)CCC(=O)N2 (stereo not given)
 : 0.4	7%	2%	-1%	-1%	0.7	x	-3%
Cc1ccc(NC(=O)COC(=O)c2ccc(S(=O)(=O)N3CCCCC3)cc2)cc1
 : 0.7	0%	3%	0%	-2%	1.1	-9	-8%
COCCn1cnc2cc(C)c(C)cc21
 : -6.0	2%	-3%	-5%	-6%	-2.3	-2	-8%
C[C@H](NC(=O)[C@@H]1Cc2ccccc2CN1)C(=O)Nc1ccc2c(c1)OCCO2
 : -1.8	-3%	5%	-13%	-5%	-0.3	4	-2%
CCC/C=N/Nc1nnc(Cc2ccc(OC)c(OC)c2)c(=O)[nH]1
 : -0.8	4%	8%	17%	-12%	1.4	3	2%
CC(=O)Nc1ccc(S(=O)(=O)NC2CC(=O)N(c3ccc(C)cc3)C2)cc1 (stereo not given)
 : 1.0	-10%	4%	1%	2%	-3.0	10	10%
CCOc1ccc(OCCCC(=O)ON=C(N)c2ccccc2Cl)cc1
 : -0.9	-5%	4%	-4%	-8%	2.3	5	6%
CC1=C(C(=O)OCc2ccc3c(c2)OCO3)C(c2cccc([N+](=O)[O-])c2)NC(=O)N1 (stereo not given)
 : 1.9	0%	-5%	5%	0%	-3.7	-3	-12%
Nc1c(C(=O)CSc2nc3ccccc3o2)c(=O)[nH]c(=O)n1C1CC1
 : 1.7	-28%	12%	-6%	-4%	0.1	3	10%
O=C(Nc1ccccn1)c1ccc2ccccc2c1O
 : -0.4	-3%	5%	-11%	u	3.1	-6	-3%
COc1cc(/C=N/N(C)C)ccc1OC(=O)c1ccco1
 : 2.5	-3%	9%	-3%	-1%	-0.3	8	-9%
NC(=O)NC(Cc1ccccc1)C(=O)NCCCSc1ccccc1 (stereo not given)
 : 0.1	2%	6%	8%	0%	0.1	1	1%
Cc1c(C(=O)NC2CC(C)(C)NC(C)(C)C2)oc2c(Cl)cccc12
 : -1.2	9%	5%	-2%	1%	-3.2	-5	15%
CC1=C(C(=O)OCc2ccccc2)C(c2ccccc2OS(=O)(=O)c2ccc(C)cc2)NC(=O)N1CCCC(=O)O (stereo not given)
 : -6.5	-1%	-2%	-7%	-6%	-1.3	-72*	-11%
OCC[C@@H]1C[C@H](O)[C@@H](O)[C@]2(CCc3ccccc3CO2)O1
 : -1.5	-27%	1%	3%	-9%	-0.4	3	-19%
Cc1cc(C)cc(N(C(=O)C2CCCC2)C2C=CS(=O)(=O)C2)c1 (stereo not given)
 : -0.8	15%	5%	-3%	-11%	-2.9	x	-2%
COc1ccc(NC(=O)c2sc3cc(C(F)(F)F)cnc3c2-c2cccs2)cc1
 : -1.2	-13%	-1%	1%	2%	1.2	0	-10%
Cc1oc(-c2ccc3c(c2)OCCO3)cc1C(=O)NC(Cc1ccccc1)C(=O)O (stereo not given)
 : -0.9	-22%	-10%	-11%	u	0.7	-8	-8%
COc1ccc(NS(=O)(=O)c2cccc(C(=O)NN=Cc3cc(Br)c(O)c(Br)c3)c2)cc1
 : 0.2	u	9%	u	u	-0.7	-50*	1%
O=C(Nc1cc(Cl)ccc1Cl)c1cc(-c2ccco2)on1
 : 1.1	-5%	-5%	-9%	-1%	-0.6	-17	2%
COc1ccc(/C=N/NC(=O)CNc2c(Br)cc(C)cc2Br)c(C(=O)O)c1OC
 : -1.1	-3%	-4%	-8%[57.1 µM]	-4%	2.2	-4	0%
CCOc1ccccc1NC1=NCC(=O)N1Cc1ccc(F)cc1
 : -3.4	-8%	16%	-2%	-12%	1.7	x	11%
COc1cccc(/C(C)=N/N=C(\C)c2cccc(OC)c2)c1
 : -1.1	13%	9%	-5%	1%	0.8	16	18%
Cc1ccc(-c2nnn(CC(=O)N(c3ccccc3F)C(CC(C)C)C(=O)NCC3CCCO3)n2)cc1 (stereo not given)
 : 1.8	-6%	6%	5%	1%	-0.6	-1	4%
CC(=O)c1sc(NC(=O)COc2ccc(C)c(C)c2)nc1C
 : -0.4	9%	1%	-4%	4%	-4.6	1	0%
CCOC(=O)c1cc(-c2ccc(C)cc2)nc2nc(SC)[nH]c(=O)c12
 : -1.7	11%	-1%	7%	-7%	-0.1	6	0%

An excerpt from above in order of molecular weight, ascending:
Values run as follows: CCT chaperon mod	EPAC1 antag	EPAC2 ag	WRN inhibitor	PLK1 PBD inh	IL-2 act	PI5P4Ka inh	EPAC1 agonist
COc1cc(/C=N/N(C)C)ccc1OC(=O)c1ccco1
 : 2.5	-3%	9%	-3%	-1%	-0.3	8	-9%
Cc1ccc(-c2nnn(CC(=O)N(c3ccccc3F)C(CC(C)C)C(=O)NCC3CCCO3)n2)cc1 (stereo not given)
 : 1.8	-6%	6%	5%	1%	-0.6	-1	4%
Cc1noc(C)c1NC(=O)Nc1cccc2c1O[C@H](CN(C)C(=O)Nc1ccc3c(c1)OCO3)[C@@H](C)CN([C@H](C)CO)C2=O
 : -0.6	1%	8%	-7%	-12%	-0.2	-1	15%
